# Compound activity: PubChem BioAssay, several laboratories
# S1P3 antagonist: S1P3 (human) receptor antagonism | Q99500 | CHO S1P3 NFAT-BLA reporter, FRET fluorescence, antagonist mode | hit rate 0.27% among 170,000 | inhibition, % at 4.98 µM;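 active means inhibition above the plate cutoff, the mean inhibition of test wells on that plate plus 3 SD, cut at about 28% in these data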;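 further: cells challenged with S1P at its EC80 of 0.8 µM; blue over green emission ratio from cleaved BLA substrate after 4 h stimulation; 0% = S1P-stimulated wells and 100% = unstimulated DMSO-only wells; some compounds past the cut are filed as inactive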
# Target sequence (Q99500 whole entry, looked up): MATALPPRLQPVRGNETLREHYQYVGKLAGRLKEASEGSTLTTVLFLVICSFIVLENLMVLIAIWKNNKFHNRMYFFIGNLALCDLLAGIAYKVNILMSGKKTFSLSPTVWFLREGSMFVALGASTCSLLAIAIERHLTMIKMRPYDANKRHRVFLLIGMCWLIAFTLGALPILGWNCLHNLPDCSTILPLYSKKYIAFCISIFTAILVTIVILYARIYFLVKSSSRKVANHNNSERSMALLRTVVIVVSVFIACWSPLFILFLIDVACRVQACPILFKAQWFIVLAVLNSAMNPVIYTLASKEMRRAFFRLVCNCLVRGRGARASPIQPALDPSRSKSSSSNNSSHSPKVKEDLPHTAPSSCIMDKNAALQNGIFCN
# bIAP act: intestinal alkaline phosphatase (bovine) activation | purified bovine IAP, CDP-star luminescence, 30 min; stronger effect = higher value; fold of DMSO-control signal, blank-subtracted | activation factor at 20 µM | hit rate 0.17% among 200,000 | AID 1016;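 active means activation factor of 2 or more at 20 µM, a signal rise over negative controls twice the positive control's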
# TLR4 MyD88 comp: inhibitors of human TLR4-MyD88 binding; O00206+Q99836; HeLa CL3-4 TLR4/MyD88 BLA complementation, FRET ratio; hit rate 0.18% among 200,000; AID 861; inhibition, % at 8.4 µM; in the data active means inhibition above about 25%;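 further: 0% = vehicle and 100% = reference inhibitor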
# DTT redox prof: compounds producing H2O2 with reducing agent – biochemical, NIH compound library profiling, artefact control for MLSCN library redox annotation, primary screen; DTT-dependent redox cycling H2O2, phenol red/HRP absorbance; 100% = 100 µM peroxide control, 0% = buffer; hit rate 0.03% among 200,000; activation, % at 10 µM;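 active means activation of at least 50% relative to the plate's high and low controls in the primary single-dose screen; inactive means activation below 50%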;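 further: compound incubated with DTT at 0.8 mM final as the reducing agent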
# PPARg SRC2 recr: agonists of SRC-2 recruitment by human PPARgamma; P37231; PPARgamma LBD-SRC-2 recruitment, biochemical; activation, % at 8 µM; hit rate 0.34% among 200,000; in the data active means activation above about 22%;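 further: 0% = vehicle and 100% = reference agonist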
# PPARg SRC1 recr: agonists of human PPARgamma SRC-1 coactivator recruitment. P37231. PPARgamma-SRC-1 coactivator recruitment biochemical assay. activation, % at 8 µM. hit rate 0.41% among 200,000. AID 631; in the data active means activation above about 19%;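 further: 0% = DMSO and 100% = reference agonist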
# L major viab: inhibitors of Leishmania major promastigote growth; AID 1063; inhibition, % at 10 µM; hit rate 9% among 200,000; Leishmania major promastigotes, resazurin fluorescence viability; in the data active means inhibition above about 50%;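 further: promastigotes grown with compound for 44 hours at 28 °C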
# PPARg SRC-3 ag: promotes SRC-3 coactivator recruitment by human PPARgamma; P37231; biochemical PPARgamma/SRC-3 coactivator recruitment assay; activation, % at 8 µM; hit rate 0.26% among 200,000; AID 731; in the data active means activation above about 23%;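 further: 0% = DMSO and 100% = reference agonist; some compounds past the cut are filed as inactive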
# ROMK primary: modulates human ROMK potassium channel activity | P48048 | Tet-inducible ROMK, thallium flux fluorescence; actives lie on both sides | B-score at 10 µM | hit rate 2% among 130,000 | AID 1918;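 active means signal ratio slope over the read window, or its plate-corrected B-score, at least 3 SD from the plate mean, either direction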;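 further: B-score of the F/F0 ratio slope over 7 to 12 s after thallium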
# Target sequence (P48048 whole entry, looked up): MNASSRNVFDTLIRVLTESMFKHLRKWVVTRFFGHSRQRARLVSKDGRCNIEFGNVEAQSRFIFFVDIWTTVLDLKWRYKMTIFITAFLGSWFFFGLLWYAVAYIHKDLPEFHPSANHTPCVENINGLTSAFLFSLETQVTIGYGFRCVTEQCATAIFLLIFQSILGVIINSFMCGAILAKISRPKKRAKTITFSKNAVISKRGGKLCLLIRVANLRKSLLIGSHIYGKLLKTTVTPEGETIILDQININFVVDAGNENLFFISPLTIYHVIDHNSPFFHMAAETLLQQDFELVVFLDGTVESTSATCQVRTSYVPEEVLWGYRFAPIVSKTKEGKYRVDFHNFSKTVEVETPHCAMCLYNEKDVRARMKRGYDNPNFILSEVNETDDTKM
# bIAP inh: intestinal alkaline phosphatase (bovine) inhibition | inhibition, % at 20 µM | purified bovine IAP, CDP-star luminescence, 30 min | 190,000 tested, under 10 active;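 active means over 50% inhibition of intestinal alkaline phosphatase at 20 µM in the single-dose screen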
#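 Assay system: bovine IAP enzyme; medium: DEA buffer 100 mM, pH 9.8, with MgCl2 1.0 mM, ZnCl2 0.02 mM; doses: 20 µM single dose; incubation: enzyme reaction for 30 min at room temperature; detection: CDP-star luminescence signal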
# SRC2 TRFRET art: counter-screen for PPARgamma SRC-2 recruitment agonists: TR-FRET artefact. stronger effect = higher value. TR-FRET ratio at 8 µM. hit rate 0.4% among 200,000. AID 1049; in the data active means TR-FRET ratio above about 2000; further: inactives centre near 1500; reference of the scale not given here
# * hit, by the source's call; . = no result given.
Molecule	S1P3 antagonist	bIAP act	TLR4 MyD88 comp	DTT redox prof	PPARg SRC2 recr	PPARg SRC1 recr	L major viab	PPARg SRC-3 ag	ROMK primary	bIAP inh	SRC2 TRFRET art
COc1ccccc1CNC(=O)CCCN1C(=O)COc2ccc(C)cc21	-4	1	-2	1.4	8	0	-2	-5	-1.4	-2	1654
CCOc1ccccc1C1CC(=O)NC(SCC(=O)Nc2nccs2)=C1C#N (stereo not drawn)	.	1	7	-0.1	-1	-2	7	3	-0.038	-5	1433
O=C(/C=C/c1ccc(S(=O)(=O)N2CCOCC2)cc1)NCc1ccccc1	9	1	-5	0.0	7	-4	5	7	.	2	1626
O=C1C2C3C=CC([C@@H]2C(=O)N1C1CC1)[C@H]1C(=O)N(C2CC2)C(=O)C31 (stereo partly drawn)	.	1	4	2.8	-1	3	-7	1	.	-3	1538
CCCCS(=O)CC(COc1ccc(Cl)cc1)OC(=O)c1ccccc1 (stereo not drawn)	-8	1	-2	-0.1	3	3	10	4	-0.37	-2	1520
COC(=O)c1cc(OC)c(OC)cc1NC(=O)c1ccc(C)cc1	.	0.9	2	0.4	6	4	5	-1	-1.2	10	1717
COc1ccc(C(CNC(=O)Cc2ccccc2F)N2CCCCC2)cc1 (stereo not drawn)	-8	1.1	-5	0.6	4	4	-1	7	1.2	-12	1681
COc1ccc(C2C(C#N)=C(SC)NC3=C2C(=O)CC(C)(C)C3)cc1 (stereo not drawn)	.	0.8	-14	0.8	3	-4	0	1	0.042	17	1403
O=C(COC(=O)Cc1ccccc1[N+](=O)[O-])NC1CCCC1	-27	1	-4	-2.2	3	5	-4	5	-0.8	-1	1618
CC(=O)N(C)c1ccc(NC(=O)COc2ccc(Br)cc2C)cc1	-6	0.9	-3	-0.1	-7	2	-5	-1	1.8	8	1535
CC(C)NC(=O)c1ccccc1NC(=O)/C=C/c1cccc([N+](=O)[O-])c1	-3	1	-12	0.4	4	10	29	5	1.1	0	1567
COc1ccc(C2C(C#N)=C(/N=C/N3CCN(C)CC3)OC3=C2C(=O)CC(C)(C)C3)cc1 (stereo not drawn)	-13	1.1	-17	2.6	4	-4	100*	2	.	-5	1353
O=C(NC1CCCCC1)C(c1cccs1)N(C(=O)C(F)(F)F)c1ccccc1 (stereo not drawn)	.	1.1	-9	5.2	-2	-8	-1	-11	.	-14	1465
O=C(CC1(O)C(=O)N(CCc2ccccc2)c2ccccc21)c1ccccn1 (stereo not drawn)	-13	1	-10	-0.9	6	1	-3	4	.	-2	1440
Cc1nc2sc(C(c3ccc(Br)cc3)N3CC(C)OC(C)C3)c(O)n2n1 (stereo not drawn)	-8	1.1	0	0.3	-8	3	0	5	.	-15	1424
COc1ccc(Cl)cc1NC(=O)CSc1nc(C)cc(C)n1	1	1	5	-0.7	-6	9	6	3	-0.12	1	1598
Cc1ccc(NC2=CC(=O)CC(C)(C)C2)cc1C	4	0.9	2	0.1	1	-1	-3	11	.	14	1604
NS(=O)(=O)c1ccc(CNC(=S)NC2CCCC2)cc1	5	1.1	4	-0.6	-3	-3	-3	1	-0.032	-6	1428
CCSc1nnc(NC(=O)CSc2nnc(-c3c[nH]c4ccccc34)n2CC)s1	.	0.9	-9	-2.8	-4	0	-6	2	.	8	1619
CC(C)NC(=O)c1ccc(COCC(F)(F)F)cc1	.	1	-7	0.2	-1	5	-7	-12	0.27	1	1380
CCN(C(=O)c1cnc(N2CCN(c3ncccn3)CC2)c2ccccc12)c1cccc(Cl)c1	-7	0.9	-3	0.4	4	-4	-15	4	.	6	1730
COc1ccccc1N1CCN(C(c2cc3ccc(C)cc3[nH]c2=O)c2nnnn2C2CCCC2)CC1 (stereo not drawn)	26	1.1	0	-0.2	8	-4	62*	21	.	-6	1434
O=C(O)CC(Cc1ccccc1)C(=O)Nc1ccc([N+](=O)[O-])cc1 (stereo not drawn)	-7	1.2	10	-0.2	-1	0	3	-1	-0.72	-15	1565
O=C1CC(Sc2ncccn2)C(=O)N1c1ccccc1C(F)(F)F (stereo not drawn)	-11	1	2	2.5	-7	-1	6	-4	.	5	1420
NC(Cc1ccc(O)c([N+](=O)[O-])c1)C(=O)O (stereo not drawn)	-3	0.9	1	0.1	-6	10	48	0	-0.47	6	1500
O=[N+]([O-])c1cc(S(=O)(=O)Nc2ccc(Cl)cc2)ccc1N/N=C/c1ccncc1	-2	0.9	2	-2.2	9	8	3	2	-0.015	10	1844
O=S(=O)(N/N=C/c1ccccc1OCc1ccc(Cl)cc1)c1ccccc1	12	1	12	-0.2	-4	-4	18	-3	.	3	1443
CCc1ccccc1NC(=O)CCC(=O)OCC(=O)c1ccc(-c2ccccc2)cc1	0	0.9	3	0.0	5	16	39	2	0.95	13	1870
CCn1cc([N+](=O)[O-])c(C(=O)N2N=C(c3ccc4ccccc4c3)CC2c2ccccc2O)n1 (stereo not drawn)	.	0.9	4	0.6	7	-6	31	4	-0.064	12	1363
CCOC(=O)c1cnc(-n2nc(C)cc2C)nc1N(C)C	-1	1	5	-0.4	5	2	10	4	0.82	0	1533
Cc1c(NC(=O)/C(=C/c2cccs2)c2cccs2)c(=O)n(-c2ccccc2)n1C	-5	0.9	1	0.7	-1	-11	-4	0	.	13	1468
O=C(CSC1=NC(=O)C(Cc2ccccc2)C(=O)N1)Nc1ncc(Br)cc1Br (stereo not drawn)	-12	1	-2	0.9	-7	1	-10	-4	-0.55	-4	1478
Cc1noc(C)c1S(=O)(=O)NCCc1ccc(S(N)(=O)=O)cc1	-28	1	-3	-0.9	-2	1	-6	-2	.	4	1582
CCSc1nnc2c(n1)OC1(CCCC1)Nc1ccccc1-2	-9	1	0	0.1	6	13	0	-1	.	-2	1425
CN1CCN(c2ccc(NC(=O)c3ccc(C#N)cc3F)cc2Cl)CC1	-12	1	-3	-1.4	2	3	1	0	0.0086	-1	1626
CCCC(=O)c1cc2c(cc1NC(=O)CC)OCCO2	1	1	18	0.1	-5	5	-3	0	0.26	4	1387
CCCCOC(=O)CCn1[nH]c(=O)c2ccccc2c1=O	-43	1	-8	-1.3	-3	3	-5	7	.	1	1712
Cc1ccc(-c2nnc(-c3ccc(Br)cc3)o2)o1	-9	0.9	-9	2.2	5	1	-4	0	.	6	1398
CC(C)c1[nH]nc2c1C(c1ccco1)C(C#N)=C(N)O2 (stereo not drawn)	-10	1.1	0	0.0	-4	-11	24	-1	-0.98	-8	1389
O=C(c1ccc(Cn2c(=S)[nH]c3ccc(N4CCOCC4)cc3c2=O)cc1)N1CCN(c2ccc(F)cc2)CC1	1	1.1	-1	0.9	17	20	96*	14	0.3	-10	2803*

# Three entries from above, sorted by length of the SMILES, ascending.
Molecule	S1P3 antagonist	bIAP act	TLR4 MyD88 comp	DTT redox prof	PPARg SRC2 recr	PPARg SRC1 recr	L major viab	PPARg SRC-3 ag	ROMK primary	bIAP inh	SRC2 TRFRET art
CCCC(=O)c1cc2c(cc1NC(=O)CC)OCCO2	1	1	18	0.1	-5	5	-3	0	0.26	4	1387
Cc1ccc(-c2nnc(-c3ccc(Br)cc3)o2)o1	-9	0.9	-9	2.2	5	1	-4	0	.	6	1398
Cc1noc(C)c1S(=O)(=O)NCCc1ccc(S(N)(=O)=O)cc1	-28	1	-3	-0.9	-2	1	-6	-2	.	4	1582

# Other results.
Molecule	S1P3 antagonist	bIAP act	TLR4 MyD88 comp	DTT redox prof	PPARg SRC2 recr	PPARg SRC1 recr	L major viab	PPARg SRC-3 ag	ROMK primary	bIAP inh	SRC2 TRFRET art
N#Cc1cnn2cc(CCN3CCOCC3)c(-c3ccc(F)cc3)nc12	2	1	-29	-0.9	-3	1	1	1	.	4	1311
CSCC[C@H](NC(=O)c1cc([N+](=O)[O-])ccc1Cl)c1nc2ccccc2[nH]1	21	0.7	8	0.2	10	5	23	1	.	26	1605
CCCC(C)NC(=S)Nc1cc(C)cc(C)c1 (stereo not drawn)	-11	0.8	1	-0.3	1	8	76*	0	.	18	1542
CC1=[N+]([O-])C(C)(C)CC(C)(C)c2ccccc21	-30	0.9	7	3.4	7	3	-6	1	.	14	1665
O=C(Nc1ccc2nc(-c3cccs3)[nH]c2c1)c1cccs1	14	0.8	-6	-0.1	-1	-2	5	1	.	17	1449
O=C(O)C(Cc1cc2ccccc2[nH]1)N1C(=O)C2CC=C(Cl)CC2C1=O (stereo not drawn)	2	0.9	-2	2.1	-1	-4	-15	-12	0.94	6	1543
COc1cccc(Cn2cc(N)cn2)c1	-11	0.9	1	-0.2	-3	-6	98*	1	0.031	13	1490
CCCCn1c(N)c(N(CC)C(=O)c2ccc3c(c2)S(=O)(=O)c2ccccc2C3=O)c(=O)[nH]c1=O	4	1	-14	0.8	6	3	-2	-6	.	0	1694
OCC1(Cc2ccccc2)CCCN(Cc2c[nH]c3ccccc23)C1 (stereo not drawn)	10	1	0	0.0	7	9	13	10	-2.4	-2	1526
c1ccc(-c2ccccc2OCc2nnc3n2CCC3)cc1	1	1.2	0	-0.3	-5	0	-5	-1	-0.47	-17	1538
Fc1ccc(-n2nnc(-c3nccs3)n2)cc1	-3	1	-5	0.4	5	-1	-3	-2	.	-2	1581
CC(C)N1C(=O)CSC1c1ccc(Br)cc1 (stereo not drawn)	1	1	1	0.4	-3	-4	-6	0	0.15	-3	1434
CCOC(=O)c1c2c(c(=S)n(-c3ccccc3)c1N)CCC2	.	0.8	-10	0.1	6	-4	29	15	.	20	1454
CC(NC(=O)C(c1ccccc1)c1ccccc1)C(=O)N1CCCCC1 (stereo not drawn)	7	1.2	-3	-0.7	5	4	52*	6	0.2	-19	1560
CC1Cc2nc(SCC(=O)Nc3ccc(F)cc3)n(C)c(=O)c2S1 (stereo not drawn)	-35	1	15	1.1	-5	10	3	10	.	0	1661
CC(C)(C)OC(=O)NC1CONC1=O (stereo not drawn)	6	0.7	10	-0.1	-3	4	-8	-1	0.63	33	1375
CCOC(=O)c1ccccc1NC(=O)CSc1nnc(Cc2cccn2C)n1-c1ccc(F)cc1	-41	1	2	-1.8	16	1	35	-6	.	2	1568
O=S(=O)(c1ccc(Br)cc1)N1CCCN(Cc2cccc(F)c2)CC1	-5	0.7	1	1.0	-4	0	86*	2	-1.3	30	1572
CCOCCCNC(=O)COc1ccc(OC)cc1	.	0.9	13	0.1	2	4	-7	6	0.96	12	1398
O=C(COC(=O)C1(c2ccccc2F)CCCC1)NCc1ccc2c(c1)OCO2	5	0.8	8	0.2	1	-5	48	-2	-2	22	1498
Cc1cccc(-c2nc(CSCC(=O)NCCCN3CCOCC3)c(C)o2)c1	-11	1	-1	-5.5	-1	-4	8	-12	-0.59	-3	1467
Cc1c(C(=O)Nc2nc3ccccc3[nH]2)oc2ccccc12	12	0.9	7	-0.2	0	-4	25	-2	-0.31	12	1495
c1ccc(Oc2cccc(OCCn3cncn3)c2)cc1	5	1	-6	2.3	-1	-4	44	-7	-1.3	2	1524
